High-throughput results from PubChem BioAssay.
ROS inducer = cancer cell ROS induction | U2OS ROS induction, H2DCF-DA fluorescence | ROS induction (% of piperlongumine), % at 10 µM | 46,000 tested, 2% active | AID 624156; in the data active = ROS induction above about 79%, passing the limit was not always enough;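 also: 0% = DMSO vehicle median and 100% = reference compound median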
Active calls of the source: *. A portion of the library; the hit share may differ from the screen's.

Results for Cc1ccc(S(=O)(=O)Nc2ccc3c(c2)C(=O)N([C@@H](C)CO)C[C@@H](C)[C@H](CN(C)C(=O)Nc2cccc4ccccc24)O3)cc1 ?
ROS inducer: 3.9

How did C[C@@H]1CN([C@H](C)CO)C(=O)c2cc(NS(=O)(=O)c3cn(C)cn3)ccc2O[C@@H]1CN(C)Cc1ccc(C(F)(F)F)cc1 do in these assays?
ROS inducer: -8.9

How did C[C@@H]1CN([C@H](C)CO)C(=O)Cc2cc(NS(=O)(=O)c3ccc(Cl)cc3)ccc2O[C@H]1CN(C)Cc1ccncc1 do in these assays?
ROS inducer: 6.2

Results for O=C(Nc1scc(-c2ccccc2)c1C(=O)NCc1ccco1)c1ccccc1 ?
ROS inducer: 54.2

Results for Cc1noc(C)c1S(=O)(=O)Nc1ccc2c(c1)C(=O)N([C@H](C)CO)C[C@H](C)[C@H](CN(C)Cc1ccc(C(F)(F)F)cc1)O2 ?
ROS inducer: 10.0

What do the screens show for `COc1ccc(NC(=O)Nc2ccc3c(c2)C(=O)N([C@@H](C)CO)C[C@H](C)[C@@H](CN(C)C(=O)Nc2ccc(OC)cc2)O3)cc1`?
ROS inducer: -6.8

Results for CCOc1ccccc1C(=O)Nc1ccc(S(=O)(=O)Nc2ccccn2)cc1 ?
ROS inducer: 43.4

How did Cc1noc(C)c1S(=O)(=O)Nc1ccc2c(c1)C(=O)N([C@H](C)CO)C[C@H](C)[C@H](CN(C)S(=O)(=O)c1cn(C)cn1)O2 do in these assays?
ROS inducer: -0.4

How did CC(NC(=O)c1cccc(C(=O)NC(C)c2ccccc2)c1)c1ccccc1 (stereo unspecified) do in these assays?
ROS inducer: -13.9

What do the screens show for `Cc1ccc(S(=O)(=O)N(C)C[C@@H]2Oc3c(NC(=O)C4CCCCC4)cccc3C(=O)N([C@@H](C)CO)C[C@H]2C)cc1`?
ROS inducer: -6.7

Results for CC(Oc1ccc(Cl)cc1Cl)C(=O)Nc1nnn(C)n1 (stereo unspecified) ?
ROS inducer: -1.7

What do the screens show for `Cc1noc(C)c1S(=O)(=O)N(C)C[C@H]1Oc2ccc(NS(=O)(=O)c3ccc(Cl)cc3)cc2C(=O)N([C@@H](C)CO)C[C@H]1C`?
ROS inducer: 0.2

How did C[C@@H]1CN([C@@H](C)CO)C(=O)c2cc(NS(C)(=O)=O)ccc2O[C@@H]1CN(C)C do in these assays?
ROS inducer: -9.4

What do the screens show for `Cc1cc(C(F)(F)F)nc(SCc2ccc(C(=O)O)o2)n1`?
ROS inducer: 13.3

What do the screens show for `N#CC(C(=O)NCc1ccco1)c1ccccc1` (stereo unspecified)?
ROS inducer: -4.7

What do the screens show for `Cc1ccc(S(=O)(=O)Nc2cccc3c2O[C@@H](CN(C)S(=O)(=O)c2cn(C)cn2)[C@H](C)CN([C@@H](C)CO)C3=O)cc1`?
ROS inducer: -5.1

Results for CC(C)NC(=O)N(C)C[C@@H]1Oc2c(NS(=O)(=O)c3ccc(Cl)cc3)cccc2C(=O)N([C@H](C)CO)C[C@@H]1C ?
ROS inducer: -14.0

How did CS(=O)(=O)N(CC(=O)Nc1cccc(Cl)c1)c1ccc(Br)cc1 do in these assays?
ROS inducer: 5.1

What do the screens show for `C[C@H](CO)N1C[C@H](C)[C@H](CN(C)Cc2ccc3c(c2)OCO3)Oc2ccc(NC(=O)C3CCCCC3)cc2CC1=O`?
ROS inducer: 20.3

Results for COc1ccc(C2(C(=O)Nc3ccc(C)cc3)CCCC2)cc1OC ?
ROS inducer: -6.6

How did CCc1ccc(NS(=O)(=O)c2ccc3c(c2)SC(C)C(=O)N3)cc1 (stereo unspecified) do in these assays?
ROS inducer: -2.5

Results for CCOc1ccccc1CN1C(=O)c2ccccc2C1C(=O)NCCCN1C(C)CCCC1C (stereo unspecified) ?
ROS inducer: -3.9

Results for Cc1ccc(S(=O)(=O)Nc2ccc3c(c2)C(=O)N([C@@H](C)CO)C[C@@H](C)[C@@H](CN(C)CC2CCCCC2)O3)cc1 ?
ROS inducer: -2.7

What do the screens show for `O=C(COc1cccc(C(F)(F)F)c1)NCc1ccco1`?
ROS inducer: 5.9

Results for CCOc1ccc(C(=O)/C=C2/NCCNC2=O)cc1 ?
ROS inducer: 7.4

How did CN(CC(=O)C1=C(c2ccc(Br)cc2)C(=O)c2ccccc2C1=O)c1ccccc1 do in these assays?
ROS inducer: 16.8

How did NC(=NCc1ccc(Cl)cc1Cl)NC(=O)c1nc(Cl)c(N)nc1N do in these assays?
ROS inducer: 7.8

How did C[C@H]1CN([C@@H](C)CO)C(=O)c2cc(NC(=O)CCN3CCOCC3)ccc2O[C@@H]1CN(C)C(=O)NC1CCCCC1 do in these assays?
ROS inducer: 15.6

Results for CNC[C@@H]1Oc2c(NS(=O)(=O)c3ccc(C)cc3)cccc2C(=O)N([C@H](C)CO)C[C@H]1C ?
ROS inducer: -10.0

How did O=C(O)CCCCCC(=O)N=NC=C1C=CN(O)C=C1 do in these assays?
ROS inducer: 1.7

Results for O=C1NCCN1CCN1C(=O)c2ccccc2NC1c1ccccc1 (stereo unspecified) ?
ROS inducer: -12.1

How did O=C1CC(SCc2nc3ccccc3[nH]2)C(=O)N1c1ccc(F)cc1 (stereo unspecified) do in these assays?
ROS inducer: -24.5

How did O=C(CCCn1cc([N+](=O)[O-])cn1)Nc1ccc(F)cc1 do in these assays?
ROS inducer: -10.4

What do the screens show for `Cc1oc(-c2ccc(Cl)cc2)cc1-c1nn2c(-c3ccco3)nnc2s1`?
ROS inducer: -3.5

Results for Cc1ccc2[nH]c(=O)c3cc(C(=O)NCCN(C)Cc4ccccc4)sc3c2c1 ?
ROS inducer: 12.6

What do the screens show for `COC(=O)c1cc(C(=O)OC)cc(-n2c(C)cc(C(=O)CSc3nc(C)cc(C)c3C#N)c2C)c1`?
ROS inducer: 47.8

What do the screens show for `CC1=NNC(=O)C1Oc1ccc(Cl)cc1Cl` (stereo unspecified)?
ROS inducer: 3.2

Results for C[C@H](CO)N1C[C@H](C)[C@H](CN(C)S(=O)(=O)c2ccc(-c3ccccc3)cc2)OCc2cnnn2CCCC1=O ?
ROS inducer: 13.7

What do the screens show for `C[C@H](CO)N1C[C@H](C)[C@@H](CN(C)Cc2ccc3c(c2)OCO3)Oc2ccc(NC(=O)CCN3CCOCC3)cc2C1=O`?
ROS inducer: -0.7

What do the screens show for `C[C@@H]1CCCCO[C@@H](CN(C)C(=O)NC2CCCCC2)[C@@H](C)CN([C@H](C)CO)C(=O)c2cc(NC(=O)c3ccccc3)ccc2O1`?
ROS inducer: 47.2

Results for COC(=O)c1cc(OC)c(OC)cc1NC(=O)C(C)Oc1ccc(C(C)(C)C)cc1 (stereo unspecified) ?
ROS inducer: 45.1

Results for O=C(CSc1n[nH]c(-c2ccccc2)n1)Nc1ccc(Br)cc1 ?
ROS inducer: -8.0

Results for COc1ccc(C#Cc2ccc3c(c2)[C@]2(C(=O)N3)[C@H](c3ccc(OCCO)cc3)N3[C@H](c4ccccc4)[C@H](c4ccccc4)OC(=O)[C@H]3[C@@H]2C(=O)N2CCN(c3ncccn3)CC2)cc1 ?
ROS inducer: 18.8

Results for CC(C)NC(=O)Nc1cccc2c1O[C@H](CN(C)Cc1ccc(C(F)(F)F)cc1)[C@H](C)CN([C@H](C)CO)C2=O ?
ROS inducer: -0.5

Results for C[C@@H]1CN([C@H](C)CO)C(=O)Cc2cc(NC(=O)Nc3ccc(F)cc3)ccc2O[C@H]1CN(C)Cc1ccc(C(F)(F)F)cc1 ?
ROS inducer: -2.3

What do the screens show for `NNC(=O)CCc1ccccc1`?
ROS inducer: 3.3

How did CC(C)NC(=O)N(C)C[C@H]1Oc2ccc(NS(=O)(=O)c3ccccc3)cc2C(=O)N([C@H](C)CO)C[C@H]1C do in these assays?
ROS inducer: -2.3

How did CCOC(=O)c1cnn2c(N)c(C#N)cnc12 do in these assays?
ROS inducer: -7.9

What do the screens show for `CC(C)NC(=O)Nc1ccc2c(c1)C(=O)N([C@H](C)CO)C[C@H](C)[C@H](CN(C)C(=O)Nc1ccc(F)cc1)OCCCC[C@@H](C)O2`?
ROS inducer: 1.4

Results for NC(=O)CSc1oc(-c2ccccc2)nc1S(=O)(=O)c1ccccc1 ?
ROS inducer: 0.1

How did CCCNC(=O)Cn1c2ccccc2c2nc(=O)cc(C)n21 do in these assays?
ROS inducer: -6.2

What do the screens show for `Cc1noc(C)c1NC(=O)Nc1ccc2c(c1)C(=O)N([C@H](C)CO)C[C@@H](C)[C@H](CN(C)S(=O)(=O)c1ccc(F)cc1)O2`?
ROS inducer: -15.7

Results for COc1cccc(S(=O)(=O)N(C)C[C@@H]2Oc3ncc(C#Cc4ccc(OC)c(OC)c4)cc3C(=O)N([C@H](C)CO)C[C@@H]2C)c1 ?
ROS inducer: 47.3

How did Cc1noc(C)c1NC(=O)N(C)C[C@H]1Oc2ccc(NS(C)(=O)=O)cc2C(=O)N([C@@H](C)CO)C[C@@H]1C do in these assays?
ROS inducer: 1.1

How did Cc1ccc(S(=O)(=O)N(C)C[C@H]2Oc3c(NC(=O)c4ccncc4)cccc3C(=O)N([C@H](C)CO)C[C@@H]2C)cc1 do in these assays?
ROS inducer: 0.4

Results for Cc1cc(C)nc(NS(=O)(=O)c2ccc(Br)cc2)n1 ?
ROS inducer: -10.9

What do the screens show for `COc1cccc(NCc2cn(-c3ccccc3)nc2-c2cccs2)c1`?
ROS inducer: -6.8

Results for O=C(COc1ccc(F)cc1)Nc1sc2c(c1C(=O)NC1CCS(=O)(=O)C1)CCCC2 (stereo unspecified) ?
ROS inducer: 20.7

How did C[C@@H]1CN([C@H](C)CO)C(=O)c2cc(NC(=O)Nc3ccccc3)ccc2O[C@@H]1CN(C)S(=O)(=O)c1ccc(Cl)cc1 do in these assays?
ROS inducer: 4.3

Results for C[C@H](CO)N1C[C@H](C)[C@H](CN(C)Cc2ccc3c(c2)OCO3)Oc2ccc(NC(=O)Cc3ccccc3)cc2C1=O ?
ROS inducer: -5.9

Quoted at random: seven records from the list, in no set order.
Results for O=C(COc1ccc(F)cc1)Nc1sc2c(c1C(=O)NC1CCS(=O)(=O)C1)CCCC2 (stereo unspecified) ?
ROS inducer: 20.7

What do the screens show for `NNC(=O)CCc1ccccc1`?
ROS inducer: 3.3

How did CC(C)NC(=O)N(C)C[C@H]1Oc2ccc(NS(=O)(=O)c3ccccc3)cc2C(=O)N([C@H](C)CO)C[C@H]1C do in these assays?
ROS inducer: -2.3

Results for NC(=O)CSc1oc(-c2ccccc2)nc1S(=O)(=O)c1ccccc1 ?
ROS inducer: 0.1

Results for COc1cccc(S(=O)(=O)N(C)C[C@@H]2Oc3ncc(C#Cc4ccc(OC)c(OC)c4)cc3C(=O)N([C@H](C)CO)C[C@@H]2C)c1 ?
ROS inducer: 47.3

What do the screens show for `CC(C)NC(=O)Nc1ccc2c(c1)C(=O)N([C@H](C)CO)C[C@H](C)[C@H](CN(C)C(=O)Nc1ccc(F)cc1)OCCCC[C@@H](C)O2`?
ROS inducer: 1.4

How did CCOC(=O)c1cnn2c(N)c(C#N)cnc12 do in these assays?
ROS inducer: -7.9

Next part:
How did COc1ccccc1S(=O)(=O)N(C)C[C@H]1OCc2cnnn2CCCC(=O)N([C@@H](C)CO)C[C@@H]1C do in these assays?
ROS inducer: -9.4

Results for COc1ccc(NC(=O)Cn2ccc3ccccc3c2=O)cc1OC ?
ROS inducer: -11.6

Results for Cc1noc(C)c1NC(=O)N(C)C[C@H]1Oc2ccc(NC(=O)Cc3cn(C)c4ccccc34)cc2C(=O)N([C@@H](C)CO)C[C@H]1C ?
ROS inducer: -7.8

How did Cc1noc(C)c1NC(=O)Nc1ccc2c(c1)CC(=O)N([C@@H](C)CO)C[C@H](C)[C@@H](CN(C)C(=O)Nc1ccc(F)cc1)O2 do in these assays?
ROS inducer: 2.9

What do the screens show for `O=C1c2ccccc2C(=O)N1Cc1nc(-c2ccccn2)no1`?
ROS inducer: -8.6

Results for COc1ccc(S(=O)(=O)N(C)C[C@H]2Oc3ccc(NC(=O)NC4CCCCC4)cc3C(=O)N([C@H](C)CO)C[C@@H]2C)cc1 ?
ROS inducer: 7.1

Results for COc1ccc(S(=O)(=O)N(C)C[C@@H]2Oc3ncc(-c4cccc(F)c4)cc3C(=O)N([C@H](C)CO)C[C@@H]2C)cc1 ?
ROS inducer: -2.3

How did C[C@@H]1CN([C@H](C)CO)C(=O)c2cc(NC(=O)Nc3cccc4ccccc34)ccc2O[C@H]1CN(C)Cc1ccc(Cl)c(Cl)c1 do in these assays?
ROS inducer: 14.5

How did COc1ccc(NC(=O)N(C)C[C@H]2Oc3ccc(NC(=O)Nc4ccc5c(c4)OCO5)cc3CC(=O)N([C@@H](C)CO)C[C@@H]2C)cc1 do in these assays?
ROS inducer: -0.3

How did O=C(OCC1CC(c2ccccc2)=NO1)c1cccc(C(=O)OCC2CC(c3ccccc3)=NO2)n1 (stereo unspecified) do in these assays?
ROS inducer: 42.3

What do the screens show for `CCOC(=O)CSc1ncnc2scc(-c3ccc(Cl)cc3)c12`?
ROS inducer: 17.2

What do the screens show for `CCOc1ccccc1NC(=O)CSc1ncnc2sc(C)c(C)c12`?
ROS inducer: 20.2

Results for CCOc1ccc(NC(=O)CN(Cc2ccccc2)S(=O)(=O)c2ccc(C)cc2)cc1 ?
ROS inducer: 15.3

How did C[C@H](CO)N1C[C@H](C)[C@@H](CN(C)C(=O)Nc2ccc(C(F)(F)F)cc2)Oc2c(NC(=O)c3ccc(-c4nccs4)cc3)cccc2C1=O do in these assays?
ROS inducer: -2.2

How did C[C@@H]1CN([C@@H](C)CO)C(=O)CCCn2nncc2CO[C@@H]1CN(C)Cc1ccc2c(c1)OCCN2C do in these assays?
ROS inducer: 58.3

What do the screens show for `C[C@@H]1CN([C@@H](C)CO)C(=O)c2cc(NC(=O)Nc3ccc(C(F)(F)F)cc3)ccc2O[C@@H]1CN(C)Cc1ccc(C(F)(F)F)cc1`?
ROS inducer: 9.8

What do the screens show for `CCCc1nc(N)c(C#N)c(-c2ccccc2)c1CC`?
ROS inducer: 13.1

Results for COc1ccccc1CC(=O)Nc1ccc(-c2noc(-c3ccc(Cl)cc3)n2)cc1 ?
ROS inducer: 5.9

Filtered by structure: the compounds so far containing a COOH group (two)
What do the screens show for `Cc1cc(C(F)(F)F)nc(SCc2ccc(C(=O)O)o2)n1`?
ROS inducer: 13.3

How did O=C(O)CCCCCC(=O)N=NC=C1C=CN(O)C=C1 do in these assays?
ROS inducer: 1.7
